# IL1B secr inh = qHTS for Inhibitors of Inflammasome Signaling: IL-1-beta AlphaLISA Primary Screen; AID 743279, 2014; 360,000 compounds, 4.7% hits; THP-1 LPS/ATP IL-1B secretion, AlphaLISA, 16 h; stronger effect = lower value; activity change, % at 57.5 µM; in the data active = activity change below about -50%; inconclusive = mostly about -30% to -49%; also: % is scaled to controls: 0 for no effect and ±100 for the full control effect
#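 THP-1 cells pretreated 1 hr with compounds (up to 57.5 uM final), then stimulated with LPS (250 ng/mL final) plus ATP (1.25 mM final); secreted IL-1B measured by AlphaLISA after 16 hr, decreased signal indicating inhibition.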
# HT1080 IDH1KD tx = qHTS for induction of synthetic lethality in tumor cells producing 2HG: qHTS for the HT-1080-IDH1KD cell line | HT-1080 IDH1 knockdown viability, ATP luminescence, 48 h | Potency, µM (titrated, usually from 46.1 µM), inactives show at the top dose activity, negative = toxicity, most hits filed as cytotoxic | 360,000 compounds, 2% hits | AID 686971, 2013;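 also: potency is read from the fitted curve at half-maximal effect; 0% = DMSO wells and -100% = cell-free medium wells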
#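 After a 2 h attachment period, IDH1KD HT-1080 cells took pin-transferred compound for 48 h at 37 °C; ATP-based luminescence after 10 min room-temperature reagent incubation reported viability.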
# ATXN2 expr inh = Primary qHTS for Inhibitors of ATXN expression. HEK-293 ATXN2-luciferase reporter, luminescence, 24 h. Potency, µM (top dose mostly 57 µM), for inactives: at the top dose activity change, negative = inhibition, actives largely listed as inhibitors. 360,000 compounds, 0.72% hits; also: potency is read from the fitted curve at half-maximal effect; % is scaled to controls: 0 for no effect and ±100 for the full control effect; nearly all actives have a fitted effect of over 55% in size
#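 ATXN2-luciferase reporter cells (luciferase flanked by upstream and downstream ATXN2 gene portions) were treated 24 h at 37 °C with compounds at up to 57 uM. SteadyGlo luminescence gave expression; GF-AFC fluorescence gave viability.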
# KB-V1 cytotox = qHTS assay for MDR1-selective chemotherapeutics: Primary screen using the drug-selected MDR subline cells KB-V1. KB-V1 MDR cells viability, CellTiter-Glo, 72 h. 400,000 compounds, 3.4% hits. Potency, µM (series often up to 46.1 µM), without a hit: top-dose activity change, negative = cytotoxicity, most hits filed as cytotoxic; also: potency is read from the fitted curve at half-maximal effect; % is scaled to controls: 0 for no effect and ±100 for the full control effect; nearly all actives have a fitted effect of over 60% in size
#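 KB-V1 MDR subline cells in DMEM (phenol-red free, 10% FBS) exposed to compounds in qHTS concentration series for 72 h at 37 degrees C. Viability read by CellTiter-Glo luminescence; concentration-effect curves fitted after normalization and correction.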
# SW480 rereplic = A quantitative high throughput screen for small molecules that induce DNA re-replication in SW480 colon adenocarcinoma cells; SW480 DNA re-replication, Hoechst DNA content imaging, 48 h; Potency, µM (doses to about 46.1 µM), inactives show at the top dose re-replication activation, actives largely listed as activators; 340,000 compounds, 1.8% hits; also: potency is read from the fitted curve at half-maximal effect; % of control where 0% means no effect; nearly all actives have a fitted effect of over 55% in size
#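 250 cells/well; 23 nL cpd via pin tool; 48 hr, 37 C, 5% CO2; Hoechst 40 min; imager read of total nuclear intensity, ex 405/em 500-530 nm.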
# HT1080NT lethal = qHTS for induction of synthetic lethality in tumor cells producing 2HG: qHTS for the HT-1080-NT fibrosarcoma cell line | 360,000 compounds, 1.6% hits | HT-1080-NT fibrosarcoma viability, CellTiter-Glo ATP luminescence, 48 h | AID 686970, 2013 | Potency, µM (doses to about 46.1 µM), without a hit: at the top dose activity, negative = less viability, most hits filed as cytotoxic;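 also: NT is the 2HG producing partner of a matched IDH1 knockdown line; potency is read from the fitted curve at half-maximal effect; 0% = DMSO-treated cells and -100% = media-only wells without cells; nearly all actives have a fitted effect of over 55% in size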
#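 HT-1080-NT; 750 cells/well; 5% FBS RPMI; 48 h compound, 37 degrees C; CellTiter-Glo luminescence; curve fitting and curve-class assignment.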
# KB-3-1 tox = qHTS assay for MDR1-selective chemotherapeutics: Primary screen using the parental adenocarcinoma cell KB-3-1; KB-3-1 viability, CellTiter-Glo ATP luminescence, 72 h; Potency, µM (series often up to 46.1 µM), without a hit: at the highest dose activity change, negative = cytotoxic, actives largely listed as cytotoxic; 400,000 compounds, 1.4% hits; AID 1347075, 2019; also: potency is read from the fitted curve at half-maximal effect; % is scaled to controls: 0 for no effect and ±100 for the full control effect; nearly all actives have a fitted effect of over 60% in size
#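 Cytotoxicity in the drug-sensitive parental line KB-3-1 was scored as loss of CellTiter-Glo luminescence following 72 h incubation with compound. Values come from curve fitting of normalized concentration-response data.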
# WRN helicase inh = qHTS for Inhibitors of WRN Helicase | Bifunctional 3'-5' exonuclease/ATP-dependent helicase WRN (Homo sapiens), Q14191 | WRN helicase unwinding, fluorescent forked duplex, kinetic | Potency, µM (titrated, usually from 114 µM), for the others: top-dose activity change, negative = inhibition, most hits filed as inhibitors | 360,000 compounds, 0.46% hits | AID 651768, 2012; also: potency is read from the fitted curve at half-maximal effect; % is scaled to controls: 0 for no effect and ±100 for the full control effect; nearly all actives have a fitted effect of over 55% in size
#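 Kinetic red-fluorescence monitoring (525/598 nm) tracks WRN helicase activity after 100 nM fluorophore-quencher forked duplex and 2 mM ATP are added to 20 nM enzyme pretreated 15 min at room temperature with compound.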
# MCF10A rereplic = A quantitative high throughput screen for small molecules that induce DNA re-replication in MCF 10a normal breast cells. MCF 10A DNA re-replication, Hoechst nuclear intensity, 48 h. 350,000 compounds, 2.9% hits. AID 624296, 2012. Potency, µM (top dose mostly 46.1 µM), without a hit: at the highest dose activity, positive = re-replication, actives largely listed as activators; also: potency is read from the fitted curve at half-maximal effect; % of control where 0% means no effect; nearly all actives have a fitted effect of over 50% in size
# * marks the source's active call; other numbers are inactive results; ? = inconclusive; · = not tested or not shown; & = joins results of further samples; [ ] = remark or other dose. Unless noted, calls follow the shape of the dose curve; as a rule, active = well fitted curve in the direction sought with a large enough effect; inconclusive = small, poorly fitted or top-dose-only effect, or another doubt; inactive = no such curve, though single readings can be large; an effect the other way counts as inactive or inconclusive.
nr | mol | SW480 rereplic | IL1B secr inh | HT1080NT lethal | KB-V1 cytotox | KB-3-1 tox | MCF10A rereplic | HT1080 IDH1KD tx | WRN helicase inh | ATXN2 expr inh
1 | CCN1CCN(c2sc(S(C)(=O)=O)nc2S(=O)(=O)c2ccc(C)cc2)CC1 | -3.5% | -85.5* | 8.1% | 0.0% | -26.4% | -2.3% | 3.0% | 1.3% | ·
2 | COc1cc(C=O)ccc1OCc1cccc(Br)c1 | -1.1% | 22.3 | 8.2% | ? | 5.4% | -6.1% | 5.8% | 0.6% | 63.1%[activator]
3 | CCOC(=O)c1cccc(NC(=O)CSc2nnc(-c3ccoc3C)n2CCOC)c1 | 12.7% | ? | 12.9% | -22.0% | 8.2% | -6.2% | 4.9% | 2.1% | -8.7%
4 | CCC(=O)Nc1ccc(C(=O)Nc2ccc(Br)cc2F)cc1 | 3.5% | 10.4 | 5.3% | 0.0% | 29.1% | 7.2% | 1.9% | -7.5% | 25.1%
5 | CC(C)CCNC(=O)COc1ccc(N(C)S(=O)(=O)c2ccc(F)cc2)cc1 | -6.7% | -4.9 | -1.8% | -18.8% | -2.9% | 1.1% | -4.3% | -6.1% | -3.5%[11.3 µM]
6 | Cc1cccc2c(C(=O)O)cc(-c3cccnc3)nc12 | 0.7% | 7.4 | -17.3% | 11.6% | 7.1% | -0.9% | -9.8% | -20.1% | -5.5%[11.3 µM]
7 | COc1cc(/C=N/NC(=O)c2ccccn2)ccc1OC(=O)c1ccc(Br)cc1 | -7.4% | 0.0 | -16.1% | 15.3% | -10.6% | -2.6% | -4.3% | ? | 29.3%
8 | CC1CCC(N2CCN(c3ncccn3)CC2)C1 (stereo unspecified) | -3.1% | -10.5 | 27.8% | 8.9% | 2.9% | 3.1% | 22.5% | -5.9% | 6.7%
9 | Cc1cc(C)nc(OC(C(=O)O)C(OCCC(C)C)(c2ccccc2)c2ccccc2)n1 (stereo unspecified) | -5.2% | 16.7 | -21.2% | 14.6% | -13.1% | 2.9% | -16.6% | -1.4% | ·
10 | C#CCOCCOCCOCCNc1nc(N2CCN(C(=O)[C@H](CCCCN)n3cc(CN)nn3)CC2)nc(N2CCN(C(=O)[C@H](CCCCN)n3cc([C@@H](N)CC(N)=O)nn3)CC2)n1 | 4.9% | 1.0 | 14.8% | 0.0% | 1.0% | 3.6% | -6.3% | -13.6% | 5.4%
11 | Cc1ccc(NC(=O)Cn2c(CCC(=O)O)ccc2-c2ccc(Cl)cc2)cc1 | -1.4% | 28.9 | 7.5% | 2.6%&8.4% | 0.3%&12.6% | 6.0% | 4.4% | -10.1% | 3.8%
12 | Cc1ccc(/C(O)=C2/C(=O)C(=O)N(CCN3CCOCC3)C2c2cccs2)cc1 (stereo unspecified) | -7.9% | 27.6 | 10.4% | 0.0% | 17.0% | -6.3% | 5.8% | 1.2% | -7.1%
13 | CC(=O)Cc1nsc(NC(=O)c2ccc(COc3ccc(C)cc3)o2)n1 | -2.1% | 13.3 | -7.4% | 1.5% | 1.0% | -1.9% | -7.7% | -11.6% | 0.3%
14 | CCn1c(SCC(=O)NC2CCCC2)nnc1C(C)C | -0.1% | -5.9 | 26.1% | -14.5% | 2.1% | -0.5% | 19.1% | 1.4% | -2.9%
15 | Cc1cccc(C(CC(=O)N2CCCC2)c2ccccc2)c1O (stereo unspecified) | -5.4% | 5.2 | 6.7% | -7.8% | -0.1% | -3.6% | 12.1% | -3.3% | 2.6%
16 | Cc1ccc(Sc2ncccc2C(=O)N(C)Cc2cccs2)c(C)c1 | -1.1% | -18.6 | -12.2% | ? | -10.6% | 13.4% | -5.2% | -3.5% | -1.7%
17 | COc1cc(C2NC(=O)NC(C)=C2C(C)=O)cc(OC)c1OC (stereo unspecified) | -3.3% | 5.0 | 12.7% | 8.1% | 2.4% | -0.7% | 13.5% | 0.5% | -1.3%
18 | COC(CNC(=O)Cn1nc(Cc2ccncc2)c2ccccc2c1=O)OC | -21.0% | -7.6 | 2.4% | -44.4% | -5.6% | -1.4% | 0.0% | -4.4%[11.6 µM] | ·
19 | Cc1cc(C)c(S(=O)(=O)N2CCN(C(=O)c3ccc(-n4nc(C)c(Cl)c4C)cc3)CC2)c(C)c1 | -11.0% | -15.0 | -18.3% | -9.8% | ? | 6.2% | -20.4% | -10.6% | -26.7%
20 | CCOC(=O)c1ccc(N=C2C(=S)N(c3ccc(C(=O)OCC)cc3)C(=N)N2/N=C/c2ccccc2)cc1 | 1.0% | 55.0 | 7.7% | -15.4% | 16.7% | 13.2% | -6.3% | -5.4% | -6.6%
21 | COc1ccc(S(=O)(=O)N2CCC(C(=O)NCc3cccc(OC)c3)CC2)cc1 | 8.3% | -7.8 | 3.8% | -6.9% | -6.6% | 14.7% | 10.0% | 6.3% | 6.8%
22 | CCOc1ccc(C(=O)Nc2ccccc2C(=O)O)cc1 | 6.4% | 15.8 | -0.6% | -23.4% | -9.9% | 16.5% | -9.4% | -6.8% | ?
23 | Cc1ccc(CN2C(=O)CCC2C(=O)NC2CCCC2)cc1 (stereo unspecified) | -1.9% | 10.4 | 13.8% | 7.4% | 20.7% | ? | 6.7% | 1.7% | 6.0%
24 | COc1ccc(N2c3ccccc3CN(Cc3ccccc3)[C@@H](C)[C@H]2Cc2c(C)cccc2C)cc1 | · | 32.1 | 10.8% | ? | ? | · | 8.1% | 4.3% | ·
25 | COc1ccc(S(=O)(=O)Nc2cc(S(=O)(=O)N3CCOCC3)ccc2OC)cc1 | -6.6% | 12.4 | -7.6% | -16.1% | -2.4% | 10.4% | 8.3% | 3.9% | ·
26 | C(=N\Nc1ccc2nncn2n1)/c1ccccn1 | ? | · | ? | ? | -24.4% | -23.3% | ? | -13.1% | ?
27 | Cc1ccc(-n2nnnc2SCC(=O)Nc2cccnc2Cl)cc1 | ? | 18.5 | -5.2% | -5.3% | -5.4% | 23.1% | -14.5% | -0.9% | -10.2%
28 | COCCn1nnnc1C(c1ccc(C(F)(F)F)cc1)N1CCOCC1 (stereo unspecified) | -6.1% | 5.8 | 8.8% | -2.8% | 8.9% | 2.8% | 3.3% | -4.0% | -2.9%
29 | CSc1nc2ccccc2n1Cc1cccc([N+](=O)[O-])c1 | -0.8% | 0.0 | -4.6% | ? | -17.1% | ? | -12.7% | -5.7% | -15.2%
30 | CCOCCCn1c(=NC(=O)c2cccs2)c(C#N)cc2c(=O)n3ccccc3nc21 | 11.6µM* | 51.8 | 15.9% | -11.2% | -1.1% | ? | 0.8% | ? | -19.9%
31 | Cc1ccccc1N/N=C/c1sc(=O)n(Cc2cccc(C(=O)O)c2)c1Cl | 1.3% | -15.5 | ? | 22.5% | -1.1% | ? | ? | ? | -30.2%
32 | COc1cccc(-c2c(-c3cc(OC)cc(OC)c3)n(C)c3ccc(-c4cnc(N5CCOCC5)nc4)cc23)c1 | -0.8% | 17.9 | ? | 9.7% | 10.4% | -12.6% | 7.4% | 1.7% | 6.0%
33 | Cc1c(Cl)cccc1NC(=O)CCC(=O)c1cccs1 | -10.4% | -2.8 | -1.6% | 0.0% | -25.2% | 9.6% | 0.0% | -3.4% | ·
34 | COc1ccc(-c2ccccc2NC(=O)C2CCCN(Cc3ccco3)C2)cc1 (stereo unspecified) | -2.0% | 28.1 | 0.3% | ? | 2.2% | 13.4% | 2.8% | -13.2% | -1.5%
35 | COc1ccc(OC)c(NC(=O)C(=O)/C=C(\O)c2cc(OC)ccc2OC)c1 | -2.3% | 20.2 | -0.2% | ? | -27.9% | 5.2% | -15.7% | -12.2%[57.1 µM] | -7.0%
36 | CCc1nnc(NS(=O)(=O)c2ccc(NC(=O)C(c3ccccc3)c3ccccc3)cc2)s1 | -2.1% | 39.0 | -2.3% | 0.0% | -2.0% | 16.6% | -7.1% | -21.1% | 8.6%
37 | O=C(O)CCSc1nc2ccc(Br)cc2[nH]1 | -2.0% | 18.2 | 17.0% | 9.3% | 2.3% | 1.8% | 12.4% | 0.9% | 4.0%
38 | COc1cccc(C(=O)NC2CC3CCCC(C2)N3Cc2ccc(C)cc2)c1 (stereo unspecified) | 2.2% | -16.1 | -7.8% | 6.6% | 0.7% | -2.2% | -0.7% | -0.6% | ·
39 | COc1ccc(C(=O)Nc2ccc(S(=O)(=O)Nc3nccc(C)n3)cc2)cc1[N+](=O)[O-] | -27.1% | 13.7 | 3.1% | 19.8% | -1.5% | 2.4% | 0.4% | 1.4% | ·
40 | O=C(OCC(=O)c1c[nH]c2ccccc12)c1cc(Br)ccc1O | -1.9% | 4.3 | -20.0% | 2.1% | 0.5% | ? | ? | -4.3% | 10.2%
41 | COC(=O)c1ccc(COc2ncnc3ccccc23)o1 | ? | 22.1 | -6.2% | 7.9% | 0.2% | 0.1% | -15.5% | -2.4% | 14.7%
42 | COc1ccc(NC(=O)CC(C(=O)O)N2CCCCC2)cc1 (stereo unspecified) | -1.0% | 5.8 | 15.4% | ? | 2.3% | -3.7% | 10.0% | 2.2% | 2.5%
43 | NC(Cc1ccccc1)C(=O)N1CCCCC1 (stereo unspecified) | -2.8% | -24.7 | 8.9% | 10.0% | 0.8% | 2.9% | 6.0% | 16.3% | -14.2%
44 | O=C(c1cc2cc(Cl)ccc2oc1=O)N1CCN(c2ccccn2)CC1 | -5.5% | 9.8 | 20.6% | 0.0% | -27.9% | -6.2% | -6.3% | -6.7% | 1.5%

# Screens as filed in PubChem BioAssay.
